Rpn11 block: Rpn11 (human) deubiquitinase inhibition | actives 0.59% (n = 360,000) | human 26S proteasome, Ub4-pepOG fluorescence polarization; 20S core pre-blocked with epoxomicin | calls only at 20 µM;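 active = inhibition at 20 µM, scaled to each plate's controls, above about 33%, limit read from the data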
Target sequence (O00487 whole entry, looked up): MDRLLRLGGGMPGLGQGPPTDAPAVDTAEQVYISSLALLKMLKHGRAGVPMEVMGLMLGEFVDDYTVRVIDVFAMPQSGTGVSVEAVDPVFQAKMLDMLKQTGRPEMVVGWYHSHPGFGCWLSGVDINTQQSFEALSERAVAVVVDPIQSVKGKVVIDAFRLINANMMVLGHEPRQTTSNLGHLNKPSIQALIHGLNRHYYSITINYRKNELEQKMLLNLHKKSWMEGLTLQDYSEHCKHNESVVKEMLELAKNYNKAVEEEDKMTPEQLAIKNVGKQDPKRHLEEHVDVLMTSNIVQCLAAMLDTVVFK
LMPTP block: blocks human LMPTP phosphatase | P24666 | recombinant LMPTP-A, OMFP fluorogenic substrate, fluorescence intensity | inhibition, % at 20 µM | actives 0.22% (n = 360,000);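 active = compounds that cut the enzyme signal by at least half of the control window in the single-dose screen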;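 also: plate controls were DMSO wells with enzyme plus substrate for no effect and substrate without enzyme for full effect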
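material = LMPTP-A | quantity = 0.625 nM enzyme | reagent = OMFP substrate, 400 µM final | buffer or medium = Bis-Tris pH 6.0, DTT, detergent | detection = endpoint fluorescence intensity from OMFP dephosphorylation | dosing = single 20 µM dose | read-out basis = % inhibition relative to no-enzyme and uninhibited control wells | control set = no-enzyme and uninhibited controls | timing = 50 min at room temperature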
DNMT1 block: inhibitors of human DNMT1; inhibition (reported as % activation of signal), % at 10 µM; P26358; AID 588458; DNMT1 molecular beacon, Hinp1I cleavage, fluorescence; actives 0.83% (n = 360,000); in the data active = inhibition above about 50%
Scp-1 inhibitor: blocks human Scp-1 phosphatase activity; Recombinant Scp1, phosphopeptide, malachite green phosphate absorbance; inhibition, % at 20 µM; actives 0.88% (n = 340,000); AID 493091;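 active = inhibition above about 50% at 20 µM, limit read from the data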;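 also: plate controls were DMSO wells with enzyme for no effect and wells lacking enzyme for full effect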
Target sequence (Q9GZU7 76-261 limits assumed): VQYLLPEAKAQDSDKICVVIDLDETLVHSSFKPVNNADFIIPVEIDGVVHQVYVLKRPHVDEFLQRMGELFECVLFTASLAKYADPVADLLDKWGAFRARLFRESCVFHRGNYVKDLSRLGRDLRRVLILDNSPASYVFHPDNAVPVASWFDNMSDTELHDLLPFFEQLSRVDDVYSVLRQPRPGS
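System: truncated SCP-1 phosphatase (76-261aa); medium: Tris acetate buffer pH 5.5 with MgCl2 and Tween-20; incubation: 45 min room-temperature reaction, 5 min colour, 30 min stabiliser; compound: single 20 µM dose, 1% DMSO; reagent: Phosphorylated 17-residue peptide substrate; read-out: % inhibition at 20 µM; technique: colorimetric free-phosphate detection, absorbance 630 nm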
CSN inh: inhibitors of human CSN-mediated cullin deneddylation; AID 651999; actives 0.38% (n = 360,000); Purified CSN, SCF-Nedd8-OG deneddylation, fluorescence polarization; Q92905; inhibition, % at 12.5 µM;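 active = pattern-corrected inhibition above about 35%, with an unprinted fluorescence ratio check between 0.5 and 1.5, limit read from the data, passing the limit was not always enough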;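 also: 0% = enzyme with substrate and 100% = substrate without enzyme; some results filed as inactive read as strong as hits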
Target sequence (Q92905 whole entry, looked up, one chain of several): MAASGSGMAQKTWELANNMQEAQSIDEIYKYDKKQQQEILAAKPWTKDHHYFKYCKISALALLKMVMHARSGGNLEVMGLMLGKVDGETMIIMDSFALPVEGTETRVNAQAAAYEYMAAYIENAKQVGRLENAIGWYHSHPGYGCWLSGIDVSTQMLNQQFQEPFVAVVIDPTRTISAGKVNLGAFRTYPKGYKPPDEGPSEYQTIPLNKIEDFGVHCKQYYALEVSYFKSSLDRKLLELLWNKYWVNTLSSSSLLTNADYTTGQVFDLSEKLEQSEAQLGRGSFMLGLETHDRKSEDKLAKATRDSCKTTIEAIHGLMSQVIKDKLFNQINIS
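test system = HEK293T-derived human Csn5 enzyme | amount = 0.24 nM Csn5 enzyme, final concentration | medium = Tris/NaCl/DTT buffer, pH 7.5 | schedule = 90 min reaction at room temperature | signal = FP | evaluation = inhibition of Csn5 cleavage, % | compound dosing = single dose of 12.5 µM compound with 0.25% DMSO | probe or stimulus = 10 nM SCFSkp2-Nedd8OG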
STEP block: blocks human striatal-enriched tyrosine phosphatase | AID 588621 | recombinant STEP, OMFP fluorogenic substrate, fluorescence | P54829 | actives 0.25% (n = 360,000) | inhibition, % at 20 µM;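 active = inhibition at 20 µM, scaled per plate between control wells, above about 37%, limit read from the data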;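 also: 0% = DMSO with enzyme and substrate and 100% = substrate only without enzyme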
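Material: STEP (striatal-enriched tyrosine phosphatase) enzyme, cell-free | Medium: 50 mM Bis-Tris pH 6.0 with 2.5 mM DTT and 0.005% Tween 20 | Read-out: Percent inhibition scaled to no-enzyme and uninhibited-enzyme controls, plate-pattern corrected | Signal: Fluorescence read at 480 nm ex / 540 nm em | Times: 20 min reaction, room temperature, in the dark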
NadD block: inhibitors of Staphylococcus aureus NadD | purified NadD enzyme, colorimetric absorbance read-out | inhibition, % at 20 µM | actives 0.78% (n = 360,000); in the data active = inhibition above about 26%; also: some compounds past the cut are filed as inactive
MsrA inhibitor: bovine MsrA inhibition. purified bovine MsrA, absorbance read-out. inhibition, % at 15.5 µM. actives 0.75% (n = 360,000); in the data active = inhibition above about 4.5%;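 also: 0% = vehicle wells with enzyme and 100% = reference inhibitor wells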
TbMetRS inhib: blocks T. brucei methionyl-tRNA synthetase activity | inhibition, % at 11.9 µM | actives 0.4% (n = 360,000) | purified T. brucei MetRS, ATP depletion, Kinase-Glo luminescence;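 active = inhibition above a per-plate cutoff of the control wells' mean inhibition plus 3 SD, cut at about 5.5% in these data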;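 also: 0% = DMSO wells median and 100% = median of wells with control inhibitor compound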
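assay system = parasite MetRS enzyme | timing = 15 min preincubation, 2 h reaction, all 25 °C | evaluation = percent inhibition relative to median high and low control wells | medium = HEPES buffer containing pyrophosphatase, BSA, spermine, DTT | compound = single dose, 11.9 µM final nominal, 0.9% final DMSO | detection = Kinase-Glo luminescence, ATP depletion format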
SUMO1 PPI mod: modulators of human SUMO1-mediated protein-protein interactions; P63165; SUMO1 binding to a labelled peptide, TR-FRET, 1 h; inhibition, % at 20 µM; actives 0.33% (n = 360,000); AID 602429; in the data active = inhibition above about 37%
Target sequence (P63165 whole entry, looked up): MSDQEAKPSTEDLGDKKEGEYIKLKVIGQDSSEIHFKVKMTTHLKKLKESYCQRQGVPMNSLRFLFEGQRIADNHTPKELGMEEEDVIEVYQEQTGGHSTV
The depositor's hits bear a star; i = inactive; . = no result given.

Results follow in this order: Rpn11 block | LMPTP block | DNMT1 block | Scp-1 inhibitor | CSN inh | STEP block | NadD block | MsrA inhibitor | TbMetRS inhib | SUMO1 PPI mod
- Cc1nc2sccn2c(=O)c1S(=O)(=O)NC(C)c1ccccc1 (centres undefined)
 : i | -0.2 | -0.2 | 4.2 | -2.9 | -1.3 | 1.1 | 2.3 | -1.9 | 3.4
- O=C1C(Cc2ccccc2)SC(=Nc2ccccc2)N1c1ccccc1 (centres undefined)
 : i | 0.7 | -4.0 | -8.9 | -0.1 | -11.3 | -10.3 | 0.1 | 0.0 | 2.6
- COc1c(C(C)C)cc(NC(C)=O)cc1C(C)C
 : i | 1.0 | -1.5 | -4.6 | 4.9 | 0.4 | -1.3 | 0.3 | -0.8 | 0.0
- Cn1ccs/c1=N\C(=O)Nc1ccccc1
 : i | -1.2 | 7.4 | -1.8 | -2.9 | -2.0 | 1.6 | -1.2 | -1.7 | -1.9
- CCOc1ccc(CCNC(=O)CN2C(=O)c3cccnc3Oc3ccc(C)cc32)cc1OCC
 : i | 1.0 | 1.7 | -4.1 | -7.5 | -0.2 | -7.2 | 0.2 | -0.2 | 1.1
- Cc1onc(-c2c(Cl)cccc2Cl)c1C(=O)N1C(C)CCCC1C (centres undefined)
 : i | -1.7 | -0.5 | 2.4 | 2.5 | -0.8 | -7.1 | -0.7 | -0.3 | -1.7
- Nn1cc(-c2ccccc2)nc1SCC(=O)NCCN1C(=O)CSC1=O
 : i | 0.0 | 1.6 | -9.5 | 0.5 | -2.4 | -3.0 | 1.7 | -1.1 | -2.9
- Cc1nn(CC(C)C)c(Cl)c1C(=O)NCC(C)(C)N1CCOCC1
 : i | -1.3 | 5.5 | . | 0.0 | -0.8 | 4.3 | -1.5 | -0.2 | 2.2
- COc1ccc(Cl)cc1NC(=O)C/C(C)=N/NC(=O)CCc1ccccc1
 : i | 0.8 | -3.4 | -2.3 | 0.5 | -0.9 | -7.8 | -0.2 | -0.2 | 5.6
- CC1(C)CC(=O)C=C(Nc2cccc(O)c2)C1
 : i | -0.5 | 0.6 | -8.9 | -3.8 | -0.7 | 2.0 | 1.2 | 1.7 | 3.3
- CC(C)COC(=O)CCn1[nH]c(=O)c2ccccc2c1=O
 : i | -1.5 | 0.8 | -6.6 | 4.0 | -13.2 | -2.3 | 1.1 | -0.3 | 1.3
- O=C(CCc1ccccc1)NNC(=O)c1cc(Cl)ccc1O
 : i | -1.6 | -0.2 | -10.4 | 7.5 | 1.7 | -5.0 | 0.3 | 0.6 | 4.7
- COc1ccc(C(=O)NNC(=O)C2=NN(c3ccccc3)C(=O)CC2)cc1
 : i | -1.6 | 0.1 | -8.6 | -3.1 | 0.8 | -1.0 | 1.6 | 0.9 | 0.6
- C[C@@H]1CN([C@H](C)CO)C(=O)CCCn2nncc2CO[C@H]1CN(C)S(=O)(=O)c1cccc(F)c1
 : i | -2.7 | 4.5 | . | 6.8 | 0.0 | -4.2 | 0.6 | 0.6 | 3.0
- C[C@@H]1O[C@@H](O[C@H]2[C@H](Oc3cc(O)c4c(c3)O[C@H](c3ccc(O)cc3)CC4=O)O[C@H](CO)[C@@H](O)[C@@H]2O)[C@H](O)[C@H](O)[C@H]1O
 : i | 2.2 | 3.5 | -11.7 | -2.4 | 1.7 | 2.5 | -0.1 | -0.7 | -3.1
- CC1CC(C)CN(S(=O)(=O)c2ccc(F)c(C(=O)Nc3ccc(Cl)cc3F)c2)C1 (centres undefined)
 : i | -0.7 | 0.7 | 9.8 | -2.1 | -0.2 | -3.5 | -0.2 | -0.5 | 3.6
- Cn1c(=O)c2nc(Cl)c(-c3ccccc3)nc2n(C)c1=O
 : i | 0.1 | 2.8 | -11.7 | 5.1 | 1.9 | -5.3 | 2.3 | 0.2 | -27.1
- COc1ccc(S(=O)(=O)NCC2CCCO2)cc1C(=O)O (centres undefined)
 : i | -2.2 | 2.9 | 0.8 | -1.8 | -1.1 | 0.1 | -0.8 | -0.5 | 2.4
- CN1CCC(NC(=O)c2cccs2)CC1
 : i | -0.7 | -0.2 | -8.5 | -4.2 | 0.5 | -6.3 | -0.8 | 0.2 | -0.5
- CCc1ccc(/C(C)=N/NC(=O)c2ccc(-n3cnnn3)cc2)cc1
 : i | 0.4 | 8.6 | -4.3 | -3.7 | -0.4 | -4.2 | 0.9 | 0.2 | -2.2
- CCCC(=O)c1cc2cc(Cl)ccc2oc1=O
 : i | 0.0 | 5.8 | -3.1 | -5.8 | 0.0 | -8.6 | 1.4 | -0.7 | -12.4
- Cc1ccccc1C(=O)N[C@H](C(=O)Nc1ccc(Cl)c(Cl)c1)C(C)C
 : i | -0.6 | 6.2 | -10.3 | 0.8 | -0.7 | -7.4 | 0.1 | -0.3 | -2.6
- COc1ccc(CNC(=O)CSc2nc3nc(C)cc(C)n3n2)cc1
 : i | -0.1 | -1.3 | -1.8 | 2.3 | -6.0 | 0.7 | 0.9 | -0.3 | 0.8
- CCn1c(=O)n(CC)c2cc(NC(=O)C(C)c3ccccc3)c(Br)cc21 (centres undefined)
 : i | -2.3 | -0.3 | 19.7 | -1.0 | -0.9 | 0.4 | 2.5 | -0.5 | 3.7
- COc1cc(NC(=O)CCCSc2nc(-c3ccco3)cc(C(F)(F)F)n2)cc(OC)c1OC
 : i | 0.6 | -5.9 | -1.6 | -0.4 | -0.3 | -3.7 | 1.0 | -0.8 | -4.9
- CCCCN(CC)CCNC(=O)c1cc2c(=O)[nH]c3ccccc3c2n1C
 : i | 2.1 | 0.1 | -0.7 | 3.0 | 5.1 | -1.7 | 0.9 | -0.5 | 0.2
- CCOc1ccc(N2C(=O)CC(N3CCc4ccccc43)C2=O)cc1 (centres undefined)
 : i | -2.3 | -3.8 | -8.0 | 1.3 | 1.7 | 4.8 | 0.1 | -0.3 | -0.5
- NC1(C(=O)O)CCCCC1c1ccccc1 (centres undefined)
 : i | -0.9 | -0.2 | 0.0 | 1.4 | -1.5 | -0.3 | 0.1 | -0.2 | -3.6
- CCN(c1ccccc1)S(=O)(=O)c1ccc2c(c1)C(C)(C)C(=O)N2C
 : i | -1.6 | -0.3 | -11.9 | 1.1 | -1.1 | -2.6 | . | 0.5 | 4.0
- Cc1ccc2c(c1)N(CC(=O)N(Cc1ccc3c(c1)OCO3)CC1CCCO1)C(=O)C(C)O2 (centres undefined)
 : i | 0.3 | 6.7 | -8.5 | -1.4 | -8.4 | 1.9 | 3.8 | 0.2 | 1.3
- COc1cccc(CC(=O)OC(C)C(=O)Nc2ccc(N3CCOCC3)cc2)c1 (centres undefined)
 : i | -0.2 | 0.8 | 1.2 | 1.1 | 0.6 | -3.2 | 0.3 | -0.7 | -3.3
- CCC(C)c1c(O)nc(SCC(=O)N2CCOCC2)[nH]c1=O (centres undefined)
 : i | -0.8 | 3.5 | 12.4 | 4.0 | -2.0 | -2.4 | 0.6 | -1.1 | -2.2
- Cc1ccc(S(=O)(=O)N2CCC(C(=O)OC(C)C(=O)N(C)c3ccccc3)CC2)cc1C (centres undefined)
 : i | 0.1 | -1.2 | -8.1 | -0.5 | 0.3 | 0.8 | 0.1 | -0.2 | 4.8
- Fc1ccc(-c2nc3ccc(Br)cn3c2Cc2cccc(Cl)c2)cc1
 : i | 6.4 | 6.5 | . | 0.5 | -2.6 | 4.2 | -0.4 | -0.3 | -2.6
- Cc1ccccc1-c1nc2ccccc2o1
 : i | 0.3 | -1.1 | -9.4 | 4.4 | -2.7 | 0.9 | -0.8 | -0.6 | -0.6
- CCOc1ccc(CSCCNC(=S)Nc2ccccc2)cc1
 : i | 1.1 | -0.8 | -12.6 | 0.8 | -0.4 | -6.8 | 0.2 | 14.4* | -2.0
- Cc1ccc(NC(=O)c2scc3c2CCCC3)cc1
 : i | -1.8 | 1.7 | 5.4 | -3.8 | 0.2 | -3.8 | -2.6 | -1.0 | -1.8
- CN(Cc1ccccc1)C(=O)c1cc(=O)[nH]c2ccccc12
 : i | -2.4 | -0.2 | -2.0 | 0.1 | 4.3 | -6.7 | 0.5 | -0.9 | 1.6
- CCOc1ccccc1NC1c2ccccc2C(=O)N1c1ccc(C)cn1 (centres undefined)
 : i | 1.2 | -3.5 | -1.2 | 1.0 | -0.2 | 0.1 | -0.2 | -1.3 | 0.4
- Cn1ncc(Cl)c1C(=O)NCc1ccc2c(c1)OCO2
 : i | -0.3 | 0.6 | -8.0 | 1.1 | 1.1 | -1.0 | -1.3 | -0.1 | 0.5
- CCOc1ccccc1N1CCN(CC(=O)N(CC(C)C)c2c(N)n(CC(C)C)c(=O)[nH]c2=O)CC1
 : i | -0.9 | -3.6 | -4.7 | -7.6 | 0.1 | 0.3 | 0.2 | -0.5 | 3.1
- O=C(Nc1ccc(F)cc1)C1CCN(S(=O)(=O)c2cccc3nonc23)CC1
 : i | 1.5 | -28.2 | 1.6 | 0.9 | 9.7 | -4.4 | -0.3 | 0.0 | -7.4
- CCN(CC)CCNC(=O)c1cn(CC)c2ccc(S(=O)(=O)N3CCOCC3)cc2c1=O
 : i | -0.7 | 1.2 | -6.8 | -2.2 | -1.7 | -6.7 | 2.3 | -0.2 | 1.4
- CCOc1ccc(Nc2nc(-c3cccnc3)cs2)cc1
 : i | -0.1 | 2.4 | -0.8 | -1.3 | 0.0 | -1.5 | 1.2 | 0.2 | -3.8
- Cc1ccc(NC(=O)C(=O)NC(C)C2COc3ccccc3O2)cc1 (centres undefined)
 : i | 1.6 | 3.8 | 2.6 | 0.0 | -0.8 | -3.2 | -0.7 | -0.3 | -3.4

Complete entries as entered above.
Shown for CCOc1ccc(Nc2nc(-c3cccnc3)cs2)cc1 → Rpn11 block: i; LMPTP block: -0.1; DNMT1 block: 2.4; Scp-1 inhibitor: -0.8; CSN inh: -1.3; STEP block: 0.0; NadD block: -1.5; MsrA inhibitor: 1.2; TbMetRS inhib: 0.2; SUMO1 PPI mod: -3.8
Shown for CCN(CC)CCNC(=O)c1cn(CC)c2ccc(S(=O)(=O)N3CCOCC3)cc2c1=O → Rpn11 block: i; LMPTP block: -0.7; DNMT1 block: 1.2; Scp-1 inhibitor: -6.8; CSN inh: -2.2; STEP block: -1.7; NadD block: -6.7; MsrA inhibitor: 2.3; TbMetRS inhib: -0.2; SUMO1 PPI mod: 1.4

Bioassay records: PubChem, several laboratories
